UTI89 phage lysis – protection from phage-mediated lysis, alamar blue read-out – E. coli UTI89, K1F phage, bacterial capsule biogenesis inhibitors (AID 488966) | inhibition, % at 100 µM, or IC50 in µM where a hit was titrated | hit rate 0.02% among 340,000 | E. coli UTI89 K1F phage lysis, alamar blue, 2 h; higher % means a stronger effect;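 active = phage lysis inhibition, versus mean bacterial control, above a set limit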;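 also: capsule biogenesis inhibitors block K1F phage lysis so surviving cells raise fluorescence; higher fluorescence means more inhibition of phage lysis; actives were called in the ten point dose series up to 300 µM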
The depositor's hits bear a star; [ ] = dose if it differs, or a comment.

compound | UTI89 phage lysis
CCc1cccc(NC(=O)CCS(=O)(=O)c2ccc3c(c2)NC(=O)CO3)c1 | -0.2%
COC(=O)[C@H](C(C)C)N(Cc1ccccc1)S(=O)(=O)CCNC1CCCC1 | 0.1%
CCN(CC)C(=O)[C@H]1C[C@H](CC(=O)NCc2ccco2)C(=O)N2CCc3c([nH]c4cc(CCC(=O)N(C)C)ccc34)[C@]12C | -0.1%
Cc1ccnc(NS(=O)(=O)c2ccc(NC(=O)Cc3c(F)cccc3Cl)cc2)n1 | 0.3%
Cc1ccccc1CSc1nnnn1-c1ccc(C(N)=O)cc1 | 0.0%
O=c1c(Cc2ccc(Cl)cc2Cl)c(O)ccn1CC(F)(F)F | -0.1%
COc1ccc(NS(=O)(=O)c2cccc(C(=O)NCc3cccnc3)c2)cc1 | -0.2%
O=C(COc1cc(F)ccc1[N+](=O)[O-])Nc1cc(S(=O)(=O)N2CCCC2)ccc1Cl | -0.2%[50 µM]
CCOc1ccc2ccccc2c1/C=N/NC(=O)c1c(C)cc(C)[nH]c1=O | 0.2%
O=C(Cc1cccc(NC(=O)C2CCCN(C(=O)CCc3ccccc3)C2)c1)Nc1cccc(C(=O)N2CCCC2)c1 (stereo not given) | 0.3%
COc1ccc2nc(SCC(=O)NCC3CCCO3)c(C#N)cc2c1 (stereo not given) | 0.1%
CSc1ccc(S(=O)(=O)NCC(=O)OCC(=O)NC2(C#N)CCCCC2)cc1[N+](=O)[O-] | -0.4%[50 µM]
CC(C)(C)OC(=O)NCc1ccc(CNC(=O)c2[nH]cnc2C(=O)N[C@@H](Cc2ccccc2)C(=O)OC(C)(C)C)cc1 | 1.1%
Cc1nn(-c2ccccc2)c(C)c1NC(=O)COC(=O)c1ccccc1OC(F)F | 0.2%
CN(C(=O)COn1nnc2ccc(Cl)cc21)C1CCS(=O)(=O)C1 (stereo not given) | 1.0%[50 µM]
CN1C[C@@H]2[C@@H]3C(=O)N(Cc4ccccc4)C(=O)[C@@H]3[C@](Cc3ccccc3)(C1=O)N2C(=O)c1ccc(Br)cc1 | 3.1%
O=C(Cc1cccc(C(F)(F)F)c1)NCC(=O)Nc1cc(Cl)ccc1Cl | -0.1%
COc1ccc2cc([C@H](C)C(=O)N(C)Cc3ccccc3N3CCCC3)ccc2c1 | 0.8%
COc1ccccc1C(=O)NCCC(=O)NCCc1ccccc1 | 0.0%
COc1ccc(-n2c(O)c(/C=C3\C=Nc4ccccc43)c(=O)[nH]c2=O)cc1 | -0.1%
COc1ccc(N=C2S/C(=C\c3ccc(Cl)c([N+](=O)[O-])c3)C(=O)N2CCN(C)C)cc1 | -0.2%
CCN1C(=O)N[C@@H](c2cccs2)C(C(=O)OC)=C1C | 1.2%
O=C(Nc1ccnn1C1CCN(Cc2cccc(OCCO)c2)CC1)C1CCCC1 | 0.1%
COc1ccc(-c2sc(Nc3ccccc3)n[n+]2-c2ccc(F)cc2)c(OC)c1OC | 0.7%
CCS(=O)(=O)N1CCC(N2CCN(c3ccccc3)CC2)CC1 | -0.1%
CC(=O)OC1CCC2(C)C(=CCC3C4CC(=O)N(O)C(=O)C4(C)CCC32)C1 (stereo not given) | 0.5%
Cc1ccc(N2CCN(C(=O)c3cccs3)CC2)cc1C | -0.4%
CC(C)[C@H](NC(=O)N1CCn2c1nc1ccccc12)C(=O)NC1CCCCC1 | 0.1%
COc1cc(C(=O)Nc2ccc3nc(N4CCN(C)CC4)cc(C)c3c2)cc(OC)c1OC | 0.3%
Cc1csc(NC(=O)CCCC(=O)c2ccccc2)n1 | 0.0%
C[C@@H](NC(=O)OC(C)(C)C)C(=O)NCC1CCC(C(=O)N[C@@H](Cc2ccccc2)C(=O)O)CC1 (stereo not given in full) | -0.2%
Cc1ccc(S(=O)(=O)N(C)CC(=O)NCC(c2ccco2)N(C)C)cc1 (stereo not given) | 0.6%[50 µM]
COc1ccc(N2C(=NC(=O)c3ccc(Br)cc3)SC3CS(=O)(=O)CC32)cc1 (stereo not given) | 0.8%[50 µM]
COCCNC(=O)[C@@H]1CSC2c3ccc(OC)c(OC)c3C(=O)N21 (stereo not given in full) | 0.2%
C[C@H](CO)N1C[C@H](C)[C@@H](CN(C)C(=O)Nc2ccccc2)Oc2ccc(NC(=O)CCN3CCOCC3)cc2C1=O | 0.2%
CCS(=O)(=O)c1ccc(-c2cccc(NC(=O)COc3ccc(Cl)cc3)c2)nn1 | 0.2%
C=CCNC(=O)C1CC(=O)N(c2ccc(OCc3ccc(F)cc3)cc2)C1 (stereo not given) | 0.8%
O=C(O)c1ccc(N2CCN(c3ccc(Cl)cc3)CC2)c([N+](=O)[O-])c1 | 0.1%
CCCN(C(=O)COC(=O)C12CCC(=O)N1c1ccccc1S2)c1c(N)n(Cc2ccccc2)c(=O)[nH]c1=O (stereo not given) | 0.0%
O=S(=O)(NCCS(=O)(=O)N1CCN(c2ccccc2)CC1)c1ccccc1 | -2.8%
Cc1ccc(C(=O)Nc2ncccc2O)o1 | -0.1%[50 µM]
Cc1ccc(C(=O)Cc2nc3ccccc3[nH]2)cc1 | 0.1%
COc1cc(CN2CCC(n3nccc3NC(=O)c3ccccc3OC)CC2)ccc1F | 1.2%
Nc1nonc1-n1nnc(C(=O)N/N=C/c2cccc(F)c2)c1CN1CCCCCC1 | 0.3%
CCOC(=O)C1CCN(C(=O)C2CCCN2S(=O)(=O)c2ccc(Cl)cc2)CC1 (stereo not given) | -1.1%[50 µM]
COc1ccc(C)cc1NC(=O)NNC(=O)c1ccoc1C | -0.1%
C#CCOCCOCCOCCNc1nc(N2CCN(C(=O)[C@H](CCCCN)n3cc([C@@H](N)CO)nn3)CC2)nc(N2CCN(C(=O)[C@H](CCCCN)n3cc([C@@H](N)CC(C)C)nn3)CC2)n1 | 0.7%
CC(=O)c1ccc(NC(=O)Cn2cnc(S(=O)(=O)N3CCc4ccccc43)c2)cc1 | 0.1%
COc1cccc(N/C=C/C(=O)c2ccc(OC)c(OC)c2)c1 | 0.1%
CCOC(=O)N1CCN(C(=O)c2ccc(N3CC4CC(C3)c3cccc(=O)n3C4)c(NC(=O)c3ccc(F)cc3)c2)CC1 (stereo not given) | 2.1%
CN(C)c1c([N+](=O)[O-])cc(N2C(=O)C=CC2=O)cc1[N+](=O)[O-] | -6.0%
O=C(N[C@H]1C/C=C\C[C@@H](CC(=O)N(CCO)Cc2ccccc2)C(=O)N[C@H](Cc2c[nH]c3ccccc23)COC1=O)OCC1c2ccccc2-c2ccccc21 | 0.5%
N#C/C(=C\c1c(N2CCN(c3ccccc3)CC2)nc2ccccn2c1=O)S(=O)(=O)c1ccccc1 | -0.3%
CC(=NO)C1CCC2C3CCC4CC(=NO)CCC4(C)C3C(C)(O)CC12C (stereo not given) | -1.1%
COc1ccc(-c2nn(-c3ccccc3)cc2/C=C2/SC(=S)N(CCCC(=O)O)C2=O)c(C)c1 | -0.7%
O=C(NCc1ccc2c(c1)OCO2)C(=O)NCC1OCCN1S(=O)(=O)c1ccc(Br)cc1 (stereo not given) | 4.2%[50 µM]
COCc1c(C(=O)N/N=C\c2cccnc2)nnn1-c1nonc1N | -0.3%
CCC(NC(=O)c1oc2ccccc2c1COC)c1ccc(OC)cc1 (stereo not given) | 1.5%
Cc1ccc(NC(=O)CN2C(=O)NC3(CCCCC3)C2=O)cc1S(=O)(=O)N1CCOCC1 | 5.2%
CN(c1ccccc1)S(=O)(=O)c1ccc(C(=O)NNC(=O)c2ccccc2)cc1 | -0.2%[50 µM]

The list goes on.
compound | UTI89 phage lysis
COc1ccc(CCNC(=O)c2cc(S(=O)(=O)N(C)C)ccc2N2CCCC2)cc1OC | 1.0%[50 µM]
Cc1cc(C2C(=O)NC(=O)C2=O)c(C)cc1Br (stereo not given) | -0.3%
CC1CC(C)CN(CCOc2cccc3ccccc23)C1 (stereo not given) | 0.3%
Cc1cc(NS(=O)(=O)c2ccc(NS(=O)(=O)c3cc(C)c(Cl)cc3Cl)cc2)no1 | -0.1%
O=C1CCC(C(=O)O)N1 (stereo not given) | 6.3%
O=C(COc1ccc([N+](=O)[O-])cc1)NNC(=O)Nc1ccc([N+](=O)[O-])cc1 | 0.1%
COc1cccc(-c2nc(CS(=O)(=O)CC(=O)Nc3ccc(C(C)=O)cc3)c(C)o2)c1 | 0.0%
O=C(NCCN1CCOCC1)c1ccc2c(c1)N(Cc1ccccc1)C(=O)c1ccccc1S2 | 0.9%
C=CCCC(=O)N1CCC(n2nccc2NC(=O)CCCc2ccccc2)CC1 | -0.1%
CCN(Cc1ccc(C#CCCO)cc1)CC1CCCN(CCc2cccc(OC)c2)C1 (stereo not given) | 0.2%
c1ccc(CCCCN2C(Nc3ccccc3)=NC[C@@H]2Cc2ccccc2)cc1 | 6.2%
Oc1ccc(Cl)cc1N=Nc1ccccc1 | 0.0%
O=C(COc1coc(CN2CCN(c3ccc(F)cc3)CC2)cc1=O)NC1CCCCC1 | -1.5%
C=CCn1c(=O)c2c(nc3n2CCCN3Cc2ccccc2)n(C)c1=O | 0.2%
Cc1cn(CC(=O)NCc2ccc(N(C)C)cc2)c(=O)[nH]c1=O | 0.1%
CC(Cc1ccccc1)N1C(=O)c2cccc([N+](=O)[O-])c2C1=O (stereo not given) | 0.2%
Cc1ccc(/C(O)=C2\C(=O)C(=O)N(C)C2c2ccc([N+](=O)[O-])cc2)cc1 (stereo not given) | -1.6%
O=C(Nc1ccc(Nc2ccccc2)cc1)c1ccc(Cl)c([N+](=O)[O-])c1 | 0.3%
CC1CCN(S(=O)(=O)c2ccc(C(=O)Nc3nnc(C4=COCCO4)o3)cc2)CC1 | -0.2%
OCC[C@H]1C[C@H](O)[C@@H](O)[C@@]2(Cc3ccccc3CO2)O1 | 0.6%
Cc1c(Cl)cccc1N1C(=O)CC(NNC(=O)c2ccc3c(c2)OCO3)C1=O (stereo not given) | 1.7%[50 µM]
C/C(=N/NS(=O)(=O)c1ccc(C(C)(C)C)cc1)c1ccc2c(c1)OCO2 | -0.9%[50 µM]
COc1ccc(NC(=O)N2CCN(C(=O)c3ccco3)CC2)c(OC)c1 | 2.2%[50 µM]
O=C(Nc1cc(F)ccc1F)C1CCCN(c2ncnc3c2nc2n3CCCCC2)C1 (stereo not given) | 0.0%
Cc1ccc(C)c(NS(=O)(=O)c2c(C)[nH]c(C)c2C(=O)N2CCCCC2)c1 | -0.3%
Cc1cc(C(=O)N2CCN(S(=O)(=O)c3ccccc3)CC2)c(C)o1 | 0.0%
Cc1cc(C)cc(NC(=O)CN2CCC(NC(=O)c3ccccc3F)CC2)c1 | 2.7%
COc1cc(OC)c(OC)cc1/C=C1\SC(N2CCCCC2)=NC1=O | 0.1%
OC[C@@H]1[C@@H](c2ccc(Cl)cc2)C(c2cccc(Cl)c2)=NN1c1ccccc1 | 0.4%
Cc1ccc(NC(=O)CN2C(=O)c3ccccc3C2=O)cc1 | 0.2%

Shown with each value named: entries from further up.
COc1ccc(NC(=O)N2CCN(C(=O)c3ccco3)CC2)c(OC)c1
- UTI89 phage lysis = 2.2%[50 µM]

O=C(Nc1cc(F)ccc1F)C1CCCN(c2ncnc3c2nc2n3CCCCC2)C1 (stereo not given)
- UTI89 phage lysis = 0.0%

Cc1ccc(C)c(NS(=O)(=O)c2c(C)[nH]c(C)c2C(=O)N2CCCCC2)c1
- UTI89 phage lysis = -0.3%

Cc1cc(C(=O)N2CCN(S(=O)(=O)c3ccccc3)CC2)c(C)o1
- UTI89 phage lysis = 0.0%

(further entries)
compound | UTI89 phage lysis
Cc1cc(C)c(NC(=O)c2cccc(NC(=O)c3ccco3)c2)c(C)c1 | 0.1%
CC(=O)c1ccc(NC(=O)CSc2ccc3nnc(-c4ccccn4)n3n2)cc1 | 1.0%[50 µM]
CSCCC(NC(=O)c1ccccc1)C(=O)N1CC(C)OC(C)C1 (stereo not given) | 0.7%[50 µM]
O=c1c2cc(Br)ccc2[nH]c(=S)n1Cc1ccccc1 | 0.3%
Cc1ccc(C(=O)Nc2ccc(C)c(S(=O)(=O)N3CCOCC3)c2)c(C)c1 | 0.6%
Cc1ccc(S(=O)(=O)CCC(=O)OCC(=O)N2CCN(S(=O)(=O)c3ccc(Cl)cc3)CC2)cc1 | 0.1%
CC(=O)N1CCN(S(=O)(=O)c2ccc(C)cc2)C1C (stereo not given) | 0.4%[50 µM]
COc1ccc(C2=NCCn3nc4cc(OC)ccc4c32)cc1 | 1.4%
CCC1CCCCN1CCCNC(=O)Cn1cc2c(n1)-c1c(oc(C(=O)N3CCCC3)c1C)CC2 (stereo not given) | 0.0%
Cc1cccc(NC(=O)Nc2cccc3ccccc23)c1 | 0.0%
CCN(CC(=O)Nc1ccc(NC(C)=O)cc1)C(=O)Cc1ccc(Cl)c(Cl)c1 | 0.1%
O=[N+]([O-])c1cccc(CN2CCC(Cc3ccccc3)CC2)c1 | -1.6%
CCC(=O)c1c[nH]c(C(=O)N2CCOCC2)c1 | 0.1%
CCOc1ccc(/C=C2\CCC(C3CCCC3)C2=O)cc1OC (stereo not given) | 1.2%
Cc1cc(=O)oc2c3c(cc(OCC(=O)NCCC(=O)O)c12)OC(C)(C)CC3 | 1.5%[50 µM]
CCc1ccc(C(=O)N/N=C(\C)c2cccnc2)s1 | -1.5%[50 µM]

Entries above with a thiophene ring, fused or not:
compound | UTI89 phage lysis
CCN1C(=O)N[C@@H](c2cccs2)C(C(=O)OC)=C1C | 1.2%
Cc1ccc(N2CCN(C(=O)c3cccs3)CC2)cc1C | -0.4%
CCc1ccc(C(=O)N/N=C(\C)c2cccnc2)s1 | -1.5%[50 µM]

This is a subset; count on the stated rates, not on these rows.
